# TRPM1 prom inh: reduces MITF-dependent TRPM1 promoter luciferase signal | SK-MEL-5 TRPM1 promoter luciferase, 24 h | inhibition, % at 12.5 µM | hit rate 0.83% among 330,000;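 active = mean inhibition across replicates of 60% or more, whatever share of single replicates reaches that level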; note: values of inactives mirror those of a sister screen read the other way
# HIF-2a inh: HIF-2a inhibition | 786-0 RCC cells HIF-2a reporter, luciferase luminescence, overnight | inhibition, % at 18.8 µM | hit rate 0.72% among 360,000;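 active = inhibition of the luminescence signal of 40% or more relative to plate controls, in a single-dose primary screen at 18.75 µM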
# aDG glyco act: alpha-DG glycosylation activation | Pro5-aDG cells, alpha-DG glycosylation AlphaScreen (IIH6); 0% Pro5, 100% B10-LARGE cell signal | activation, % at 10 µM | hit rate 0.22% among 360,000 | AID 624168;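 active = activation of at least 8% versus controls, or a plate z-score of at least 8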;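 note: Pro5 are CHO cells carrying HIG-tagged alpha-DG that lacks glycosylation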
# hiPSC survival: enhancers of human iPSC single-cell survival; hiPSC single-cell survival, ATPlite luminescence; 100% = ROCK inhibitor wells, 0% = DMSO; survival enhancement, % at 20 µM; hit rate 0.044% among 360,000; in the data active = survival enhancement above about 18%;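 note: cells exposed to compounds for 16 hours before the ATP read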
# NR2E3 ag-1: agonists of human nuclear receptor NR2E3; Q9Y5X4; GST-NR2E3/biotin-RetCOR TR-FRET, 1536-well; inhibition of corepressor binding, % at 4.78 µM; hit rate 0.12% among 320,000; AID 2300;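 active = percent inhibition above the cutoff of mean plus 3 SD of all tested compounds, set per screening campaign, cut at about 20% in these data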;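 note: 0% = DMSO wells and 100% = biotin wells as full block of FRET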
# Target sequence (Q9Y5X4 whole entry, looked up): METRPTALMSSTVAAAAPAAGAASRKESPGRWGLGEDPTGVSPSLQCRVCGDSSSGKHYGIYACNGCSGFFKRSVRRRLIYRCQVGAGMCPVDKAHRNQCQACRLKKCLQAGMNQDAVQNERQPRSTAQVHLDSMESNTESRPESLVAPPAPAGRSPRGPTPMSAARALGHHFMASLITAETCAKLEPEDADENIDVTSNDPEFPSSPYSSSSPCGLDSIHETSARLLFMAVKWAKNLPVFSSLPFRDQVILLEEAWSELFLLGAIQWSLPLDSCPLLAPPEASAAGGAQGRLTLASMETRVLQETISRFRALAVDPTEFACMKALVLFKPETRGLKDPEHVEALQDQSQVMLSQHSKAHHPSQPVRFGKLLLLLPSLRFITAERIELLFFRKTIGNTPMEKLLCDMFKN
#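 Material: NR2E3–RetCOR corepressor complex / Amount: 1.35 nM GST-NR2E3 / Medium: Tris pH 7.5 / Compound: single nominal compound dose of 4.8 µM / Incubation: 5 h at 4 °C / Technique: TR-FRET, Eu(K)-anti-GST donor, streptavidin-D2 acceptor, ex 340, em 617/671 nm / Read-out basis: percent loss of FRET ratio relative to control wells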
# Exocytosis inh: blocks lytic granule exocytosis | inhibition, % at 10 µM | AID 651702 | TALL-104 LAMP-1 surface exposure, flow cytometry; cells stimulated with thapsigargin and PMA | hit rate 0.66% among 360,000;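 active = inhibition above about 55%, limit read from the data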
# CaV13 FRET inh: Disruptors of the CACNA1D IQ motif to Ca2+-dependent inactivation inhibitor domain association, primary screening, Förster resonance energy transfer in intact living …. HEK cells, CFP/YFP FRET ICDI-IQ, plate reader, 10 min; percent FRET-ratio fall versus neutral wells. inhibition, % at 12.3 µM. hit rate 0.098% among 340,000. AID 743397;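 active = mean replicate inhibition of at least 30% and at least 1% of replicates passing that level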;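 note: 0% = median of the neutral control wells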
# PDI turbidity: PDI (human) enzyme inhibition. PDI insulin aggregation turbidity, A650, 90 min. inhibition, % at 10 µM. P07237. hit rate 0.052% among 350,000;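 active = mean inhibition across replicates of 30% or more, whatever share of single replicates reach that level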;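 note: absorbance from insulin aggregation driven by PDI reduction with DTT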
# Target sequence (P07237 whole entry, looked up): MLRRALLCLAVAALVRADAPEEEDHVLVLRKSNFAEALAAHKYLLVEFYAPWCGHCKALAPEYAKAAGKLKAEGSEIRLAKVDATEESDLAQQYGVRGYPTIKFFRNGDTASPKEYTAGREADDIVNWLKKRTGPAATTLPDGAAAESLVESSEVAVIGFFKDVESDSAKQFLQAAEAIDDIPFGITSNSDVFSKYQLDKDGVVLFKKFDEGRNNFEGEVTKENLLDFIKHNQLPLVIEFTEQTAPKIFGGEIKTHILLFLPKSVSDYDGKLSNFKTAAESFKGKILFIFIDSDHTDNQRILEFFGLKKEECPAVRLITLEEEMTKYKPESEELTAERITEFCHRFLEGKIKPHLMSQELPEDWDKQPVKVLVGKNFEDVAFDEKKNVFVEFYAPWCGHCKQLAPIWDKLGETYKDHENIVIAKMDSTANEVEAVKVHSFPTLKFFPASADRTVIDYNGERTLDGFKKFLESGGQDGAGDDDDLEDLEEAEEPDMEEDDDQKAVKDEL
# Vif inh: blocks HIV Vif function. inhibition, % at 7.49 µM. AID 602346. hit rate 0.35% among 340,000. HEK293T cells, Vif self-association by quenched fluorescence, imaging, 24 h; in the data active = inhibition above about 50%, passing the limit was not always enough; note: some results filed as inactive read as strong as hits
# NR2E3 ag-2: activates human NR2E3 receptor | hit rate 0.35% among 360,000 | CHO-S Gal4-NCOR/VP16-NR2E3 two-hybrid, luciferase | AID 602229 | inhibition of corepressor binding, % at 3.98 µM;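 active = inhibition above the mean of all tested compounds plus 3 SD, cut at about 70% in these data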;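 note: 0% = DMSO with NR2E3 transfected cells and 100% = cells lacking NR2E3 construct; higher means lower luciferase signal from less NR2E3 corepressor binding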
# Peg3 promoter: reduces Peg3 promoter-driven luciferase expression in HeLa | HeLa PEG-Prom luciferase reporter, luminescence, overnight | inhibition, % at 20 µM | hit rate 1.7% among 360,000;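 active = inhibition of at least 50% at 20 µM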
# * = called active by the depositor; x = no result given. Rows are unselected. About 3.5% of those tested had a hit in this group.
smiles	TRPM1 prom inh	HIF-2a inh	aDG glyco act	hiPSC survival	NR2E3 ag-1	Exocytosis inh	CaV13 FRET inh	PDI turbidity	Vif inh	NR2E3 ag-2	Peg3 promoter
CCOP(=O)(OCC)C(Cc1ccccc1)N=C(c1ccccc1)c1ccccc1 (configuration not stated)	x	0	0.3	-0.3	x	-13	-2	x	-4	-3	41
O=c1[nH]c(/C=C\c2cccc(O)c2)nc(O)c1[N+](=O)[O-]	12	16	-0.1	-0.5	4	0	-2	7	18	-20	3
O=C(CN1c2ccccc2S(=O)(=O)c2ccccc21)NCc1ccccc1	3	7	0.5	-0.4	-3	-2	-6	-6	-13	7	4
CC(NC(=O)c1cc2ccccc2o1)c1ccccc1 (configuration not stated)	-5	-3	0.1	-0.7	4	0	x	8	-9	-11	3
Cc1ccc(N(C(=O)c2snc(C(N)=O)c2N)C(C(=O)NC2CCCC2)c2ccncc2)cc1 (configuration not stated)	-3	-119	0.0	-0.2	6	0	-2	-6	-9	-14	-32
CC(=O)Nc1sc(C)c(C)c1C(=O)OCC(=O)Nc1cc(S(C)(=O)=O)ccc1Cl	-9	5	-0.2	-0.2	-3	-7	-5	0	-5	17	2
C=CCSC1=C(C#N)C(c2ccccc2OCC)CC(=O)N1 (configuration not stated)	6	19	0.0	0.3	9	-5	x	-7	2	-47	17
O=C(N[C@@H](Cc1ccccc1)C(=O)NCCc1c[nH]c2ccccc12)c1ccco1	7	8	0.0	-0.6	-4	18	-3	3	-6	-2	-9
COc1ccc(N(C(=O)c2ccco2)C(C(=O)NC2CCCC2)c2ccco2)cc1OC (configuration not stated)	0	0	0.0	0.2	1	-4	-3	-8	16	25	-17
Cc1ccc(NC(=S)N(N)CCO)cc1	-3	-27	-0.2	1.1	-3	-7	0	1	1	-29	5
COc1ccc(C)cc1NC(=O)C1CCN(S(=O)(=O)c2ccccc2)CC1	9	5	0.1	-0.2	3	-6	-6	-6	1	2	28
COc1ccc(CCN=C(N)NS(=O)(=O)c2cc(F)ccc2F)cc1	0	9	0.2	-0.3	-2	-2	x	-9	4	-22	-3
Cc1cc(NC(=O)C2CC2)n(-c2nc3ccccc3s2)n1	8	-87	0.1	-0.5	2	3	-10	2	-2	-9	-47
NC(=O)c1nn2c(C(F)(F)F)cc(-c3ccccc3)nc2c1Br	-8	-9	0.4	0.3	4	-12	0	-11	-2	-12	-6
O=C(NNc1nc2cc3c(cc2s1)OCO3)c1cccc(F)c1	-53	-140	0.3	0.4	7	5	-7	-8	18	-83	-117
COc1cc(NC(=O)c2ccc3snnc3c2)cc(OC)c1	-62	-177	0.0	-0.3	1	-3	-20	8	-4	6	-107
Cc1noc(C)c1N=Nc1ccccc1C(=O)O	0	7	0.1	3.8	3	0	-6	4	2	-9	3
O=C(O)CC(NC(=O)c1ccco1)c1ccco1 (configuration not stated)	0	-1	0.1	-0.3	x	0	x	-4	-6	-18	14
Cc1cc(NC(=O)COc2ccc(C)c(C)c2)no1	-96	-224	0.0	-0.6	4	-16	-6	2	9	-27	-270
Cn1c(CN2CCOCC2)nc2cc(NC(=O)c3ccc(Cl)cc3)ccc21	-2	-132	0.5	-3.2	1	-3	-4	0	-11	-21	-66
CCn1c(SC/C=C/c2ccccc2)nnc1-c1cnccn1	-13	-32	-0.1	-0.2	-6	-4	-8	8	3	-10	-28
COC(=O)C1=NN(c2ccccc2)C2C(=O)N(c3ccccc3OC)C(=O)C12 (configuration not stated)	-9	12	-0.2	2.7	-1	-4	-5	-5	-16	-5	6
CCOc1ccc(/C=N/n2c(COc3ccccc3)n[nH]c2=S)cc1OC	-1	-5	0.0	0.1	0	-1	-21	-5	2	-43	6
Cc1ccc(OCC(=O)N2CCN(S(=O)(=O)c3ccc(Cl)s3)CC2)cc1C	-8	-4	0.2	-0.4	3	-8	-6	-8	0	34	11
Cc1nc2sc3c(c2c(=N)n1N)CC(C)(C)OC3	-7	15	0.4	-2.8	0	1	-10	1	9	-6	-12

# Two successive compounds from above, quoted:
smiles	TRPM1 prom inh	HIF-2a inh	aDG glyco act	hiPSC survival	NR2E3 ag-1	Exocytosis inh	CaV13 FRET inh	PDI turbidity	Vif inh	NR2E3 ag-2	Peg3 promoter
Cc1ccc(N(C(=O)c2snc(C(N)=O)c2N)C(C(=O)NC2CCCC2)c2ccncc2)cc1 (configuration not stated)	-3	-119	0.0	-0.2	6	0	-2	-6	-9	-14	-32
CC(=O)Nc1sc(C)c(C)c1C(=O)OCC(=O)Nc1cc(S(C)(=O)=O)ccc1Cl	-9	5	-0.2	-0.2	-3	-7	-5	0	-5	17	2

# Results in HIF-2a inh (2 entries from above):
smiles,HIF-2a inh
COc1cc(NC(=O)c2ccc3snnc3c2)cc(OC)c1,-177
Cc1ccc(NC(=S)N(N)CCO)cc1,-27

# More results follow:
smiles	TRPM1 prom inh	HIF-2a inh	aDG glyco act	hiPSC survival	NR2E3 ag-1	Exocytosis inh	CaV13 FRET inh	PDI turbidity	Vif inh	NR2E3 ag-2	Peg3 promoter
CC(NC(=O)c1ccco1)C12CC3CC(CC(C3)C1)C2 (configuration not stated)	-4	6	-0.3	0.4	1	4	-5	-27	6	1	12
Cc1ccc(-n2nnnc2SCC(=O)N2c3ccccc3NC(=O)C2(C)C)cc1	4	15	0.2	-1.2	1	-2	-6	13	-10	4	19
Cc1ccccc1N1CC(C(=O)N2CC(C)OC(C)C2)CC1=O (configuration not stated)	-2	10	-0.1	-0.3	1	-6	-3	7	-14	-20	-3
COc1ccc(C)cc1NC(=O)c1cc(S(=O)(=O)N2CCCC2)cn1C	2	5	0.3	0.4	0	-2	-10	x	x	5	13
CC1CCCCN1C(=O)CSc1nnc2c(n1)[nH]c1ccc(F)cc12 (configuration not stated)	-8	-36	0.0	-0.4	2	-17	-6	-25	-1	-51	-44
COc1ccc(/C=C(\NC(=O)c2ccc(Cl)cc2)C(=O)NCCCn2ccnc2)cc1OC	0	3	-0.1	-0.5	0	-5	-3	5	11	-4	5
Cc1nn(CC(C)C(=O)N2CCN(S(=O)(=O)c3ccc(Cl)cc3)CC2)c(C)c1C (configuration not stated)	-6	15	0.2	-0.5	2	5	-7	5	-4	-3	14
CCc1nonc1NC(=O)c1oc2c(C)c(C)ccc2c1C	1	-23	-0.2	-0.1	2	-1	-3	-5	3	-9	-24
COc1ccc(C(=O)NC2CCCc3ccccc32)cc1OC1CCN(C(C)=O)CC1 (configuration not stated)	6	-11	-0.5	0.6	-2	-10	-2	-1	5	0	-3
NS(=O)(=O)c1ccc(CCNC(=O)CSc2nnc3ccccn23)cc1	-8	18	0.0	1.6	3	2	-6	-2	13	-1	9
CCCCCC(=O)Nc1cc(S(=O)(=O)N2CCOCC2)ccc1N1CCCCC1	-5	25	-0.1	0.8	-6	-2	-14	15	-5	5	3
CCOC(=O)Cn1nc(C)c(NC(=O)c2ccc(Cl)c([N+](=O)[O-])c2)c1C	-3	10	-0.1	1.1	-3	-4	-7	2	-8	13	-15
COc1cc(CN2CCN(Cc3cn(C)c4ccccc34)CC2CCO)cc(OC)c1 (configuration not stated)	12	15	0.2	-0.1	2	21	-4	0	-1	-14	3
Cc1ccc(C(=O)NC(=S)NNC(=O)c2cccc([N+](=O)[O-])c2)cc1	0	11	-0.1	3.9	x	11	-3	-6	-3	-31	7
Cc1ccc(C(=O)OCC(=O)NC2CCCC(C)C2C)s1 (configuration not stated)	x	-9	0.0	-1.0	x	0	-6	12	-10	-9	4
Cc1ccc(OCCNC(=O)/C=C/c2ccco2)cc1C	x	-14	0.0	1.7	1	5	-2	x	2	-14	5
Cc1ccc(-c2csc3ncn(CC(=O)N4CCOCC4)c(=O)c23)cc1C	-3	32	-0.1	1.5	-1	0	-5	-3	-5	5	11
O=C(O)CCCNc1ccc([N+](=O)[O-])c(NCCCC(=O)O)n1	2	4	0.3	0.4	-1	-2	-5	-2	4	19	10
O=C(c1ccc(-c2cc3ccccc3oc2=O)cc1)N1CCN(c2ccc(Cl)cc2[N+](=O)[O-])CC1	-1	20	0.2	1.8	-3	3	-6	2	-6	3	-13
N#Cc1cccn1-c1nccc(-c2cccs2)n1	-15	-139	-0.3	-2.3	-1	6	-5	-2	3	-20	-89
C=CCn1c(C)cc(C(=O)COc2ncnc3sccc23)c1C	-67	-50	-0.2	-2.9	5	-3	-5	7	4	-104	-101
Cc1oc2c(O)c(O)ccc2c(=O)c1-c1cnn(-c2ccccc2)c1	-2	-52	0.1	-2.1	-2	-6	-4	1	6	-3	7
Cc1cccc(Cc2nnc(CCC(=O)N3CCCCC3c3nccs3)o2)c1 (configuration not stated)	-5	-84	-0.1	1.2	6	1	-7	9	-8	0	-28
Cc1cc(=O)[nH]c(NN=C2CCC(C(C)(C)C)CC2)n1 (configuration not stated)	10	0	0.0	-1.1	3	1	-5	-2	7	-15	8
Cn1cc(S(=O)(=O)CC(=O)Nc2ccc(Br)cc2)c2ccccc21	-5	9	-0.1	0.4	-2	-2	-8	8	-12	6	13
CC(C)CC(C(=O)OCC(=O)Nc1cccc(Cl)c1)N1C(=O)C2CC=CCC2C1=O (configuration not stated)	11	14	0.2	1.4	1	21	-1	10	1	-20	-14
C[C@H](CO)N1C[C@H](C)[C@@H](CN(C)Cc2ccc(C(=O)O)cc2)Oc2c(NC(=O)Cc3ccccc3)cccc2C1=O	8	4	-0.2	-2.6	x	-5	-4	-29	-2	7	4
Cc1oc2c(CN3CCCCC3C)c(O)ccc2c(=O)c1-c1ccccc1 (configuration not stated)	0	10	0.0	0.2	2	-6	-3	2	-3	2	5
Cc1sc2ncnc(N[C@@H](Cc3ccccc3)C(=O)O)c2c1C	-2	5	-0.1	-0.5	-1	4	-19	-19	-9	1	7
Cc1cc(S(=O)(=O)Nc2ccc(N3CCOCC3)cc2)ccc1Br	0	2	0.0	-0.3	1	-6	-2	14	-3	-33	0
CCCN(CC(=O)Nc1ccc(F)c(F)c1F)C(=O)c1ccc(=O)n(Cc2ccccc2)n1	11	12	1.9	0.1	-1	9	-14	3	-16	3	13
CCc1ccc2c(c1)CCCN2C(=O)c1ccccc1C(=O)O	26	10	0.1	-0.5	0	-1	-4	3	-2	-12	18
O=C(CCc1nnc(CCC2CCCCC2)o1)NCCc1ccccn1	6	-2	-0.1	-0.3	3	9	1	-1	0	-17	11
Cc1ccc(CC(=O)NCC2CCCCC2)cc1	-39	-120	-0.1	-0.1	1	-8	x	6	-6	-78	-108
O=[N+]([O-])c1ccc(C(O)CN2CCN(c3ccccc3)CC2)cc1 (configuration not stated)	-2	14	0.3	-0.4	2	10	-20	-5	1	-7	5
CCn1c(Cc2ccc(OC)cc2)nnc1SCC(=O)NC1CC1	1	7	-0.4	-0.6	0	-2	x	-6	-4	6	3
O=C(Nc1nnc(CCc2ccccc2)s1)c1ccc(F)cc1	0	-8	0.2	2.7	-1	-11	-4	0	-2	-10	-4
